Screening results from PubChem BioAssay.
E coli growth: E. coli V3065 growth inhibition, primary screen, counter-screen for AddAB inhibitor project, absorbance, OD600; 18 h; inhibition, % at 11.9 µM; hit rate 0.27% among 330,000; AID 449728, 2010;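 active = inhibition above the campaign's mean inhibition across all tested compounds plus 3 SD, cut at about 9.9% in these data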;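 also: uninfected addAB+ strain grown without phage in ampicillin broth; 0% = DMSO wells and 100% = ciprofloxacin 0.95 µg/ml wells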
phage Ecoli inh: growth loss of phage-infected E. coli, primary screen, RecBCD inhibitor project, absorbance, with phage, HTS | inhibition, % at 11.9 µM | hit rate 0.26% among 360,000; in the data active = inhibition above about 11%
PKA-R1A activ: activators of PKA-R1A holoenzyme, primary screen, biochemical, fluorescence polarization, Cy5-IP20, bovine R1A, mouse PKAc; hit rate 0.083% among 340,000; activation, % at 11.4 µM; PKA-R1A dissociation; scaled: DMSO 0%, 113 µM cGMP 100%; cAMP-dependent protein kinase type I-alpha regulatory subunit (Bos taurus) + …;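 active = percent activation above the mean of all tested compounds plus 3 SD, cut at about 19% in these data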;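 also: higher means more PKAc released from R1A so a rise in polarization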
AddAB inh: growth inhibition of E. coli expressing H. pylori AddAB, primary screen, AddAB inhibitor project, absorbance; inhibition, % at 11.9 µM; hit rate 0.29% among 330,000; in the data active = inhibition above about 12%;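 also: 0% = vehicle wells of infected cells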
Tat transport: E. coli Tat export inhibitors, primary screen, MC4100, TorA-mCherry reporter, fluorescence, single point | AID 488895, 2010 | inhibition, % at 10 µM | hit rate 0.036% among 340,000;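 active = mean replicate inhibition at least 50% and at least half of replicates individually reaching 50%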;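 also: exported cargo escapes ClpAP degradation while cytoplasmic cargo is degraded and loses fluorescence; 0% = median of neutral control wells and 100% = median of NaSCN control wells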
Arrestin-AP2 inh: inhibitors of beta-arrestin/AP2 binding, primary screen, biochemical, GPCR trafficking, flow cytometry | beta-arrestin 1 C-terminal peptide binding to AP2 beta2-adaptin appendage (human) | FITC-arrestin peptide / GST-AP2 beads; AP2 beta2 appendage carries R879A mutation | inhibition, % at 10 µM | hit rate 0.31% among 340,000;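 active = inhibition above a set limit, near 3 SD of compounds lacking own fluorescence, cut at about 54% in these data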;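 also: plate controls were DMSO wells for no effect and 5 µM unlabelled arrestin peptide for full effect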
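Material – GST-tagged AP2 beta2-adaptin appendage (R879A) on 4 µm glutathione beads · Probe or stimulus – fluorescein-tagged arrestin peptide at 50 nM final · Timing – 12 min plus 1 h, RT · Detection – bead flow cytometry, FITC channel · Read-out basis – inhibition as reduced fluorescein signal on beads, percent · Medium – PBS plus Tween 20 (0.05%) and BSA (0.1%)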
OPRM1-OPRD1 inv: inverse agonists of MOR-DOR heterodimerization, primary screen, cell-based, luminescence | inhibition, % at 9.3 µM | AID 504357, 2011 | hit rate 0.21% among 340,000 | cell-based MOR-DOR heterodimer luminescence, inverse agonism; in the data active = inhibition above about 22%, passing the limit was not always enough;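 also: 0% = cells with DMSO and 100% = wells without cells with DMSO; values of inactives mirror those of a sister screen read the other way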
PfHsp90 set2: growth inhibition of PfHsp90-expressing yeast, primary screen, antimalarial PfHsp90 inhibitor project, S. cerevisiae, BacTiter-Glo luminescence, single point, set 2; BacTiter-Glo ATP, 48 h; yeast lacking PDR1 and PDR3 efflux regulators; hit rate 0.32% among 310,000; inhibition, % at 9.4 µM;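 active = every replicate shows inhibition above about 80%, whatever the replicate mean, limit read from the data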;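 also: 0% = DMSO neutral controls and 100% = 20 µM radicicol positive controls; yeast relying on Plasmodium falciparum Hsp90 in place of its own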
Mot1-301 SUMO: yeast Mot1-301 growth rescue at high temperature, primary screen, SUMOylation pathway inhibitor project, S. cerevisiae, ATP luminescence, 38.5C; S. cerevisiae Mot1-301 growth rescue; percent above DMSO median, 100 means doubled; growth rescue, % at 18.8 µM; hit rate 1% among 320,000; AID 2716, 2010;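 active = every valid replicate shows activation above 250% relative to neutral control wells; inactive = the rest, any valid replicate at or below 250%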;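 also: OY570 slx delta 5 strain wells were the positive control but not used for scaling; some compounds called inactive have numbers as strong as hits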
MOR-DOR ag: agonists of OPRM1-OPRD1 heterodimerization, primary screen, cell-based, luminescence; hit rate 0.3% among 340,000; activation, % at 9.3 µM; AID 504326, 2011; Mu-type opioid receptor (Homo sapiens) + Delta-type opioid receptor (Homo sapiens), …; cells; in the data active = activation above about 18%;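 also: 0% = vehicle-treated cells and 100% = reference agonist; values of inactives mirror those of a sister screen read the other way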
Pemphigus Ab inh: inhibitors of pemphigus antibody binding to DSG3, primary screen, biochemical, bead-based, flow cytometry, scFv-GFP; AID 588358, 2011; binding (percent of control), % at 10 µM; hit rate 0.48% among 310,000; DSG3-coupled beads, scFv-anti-DSG3-GFP binding; stronger effect = lower value; Desmoglein-3 (Homo sapiens), P32926;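 active = binding more than 3 SD below its plate's average and above zero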; also: some compounds called inactive have numbers as strong as hits
Target sequence (P32926 whole entry, looked up): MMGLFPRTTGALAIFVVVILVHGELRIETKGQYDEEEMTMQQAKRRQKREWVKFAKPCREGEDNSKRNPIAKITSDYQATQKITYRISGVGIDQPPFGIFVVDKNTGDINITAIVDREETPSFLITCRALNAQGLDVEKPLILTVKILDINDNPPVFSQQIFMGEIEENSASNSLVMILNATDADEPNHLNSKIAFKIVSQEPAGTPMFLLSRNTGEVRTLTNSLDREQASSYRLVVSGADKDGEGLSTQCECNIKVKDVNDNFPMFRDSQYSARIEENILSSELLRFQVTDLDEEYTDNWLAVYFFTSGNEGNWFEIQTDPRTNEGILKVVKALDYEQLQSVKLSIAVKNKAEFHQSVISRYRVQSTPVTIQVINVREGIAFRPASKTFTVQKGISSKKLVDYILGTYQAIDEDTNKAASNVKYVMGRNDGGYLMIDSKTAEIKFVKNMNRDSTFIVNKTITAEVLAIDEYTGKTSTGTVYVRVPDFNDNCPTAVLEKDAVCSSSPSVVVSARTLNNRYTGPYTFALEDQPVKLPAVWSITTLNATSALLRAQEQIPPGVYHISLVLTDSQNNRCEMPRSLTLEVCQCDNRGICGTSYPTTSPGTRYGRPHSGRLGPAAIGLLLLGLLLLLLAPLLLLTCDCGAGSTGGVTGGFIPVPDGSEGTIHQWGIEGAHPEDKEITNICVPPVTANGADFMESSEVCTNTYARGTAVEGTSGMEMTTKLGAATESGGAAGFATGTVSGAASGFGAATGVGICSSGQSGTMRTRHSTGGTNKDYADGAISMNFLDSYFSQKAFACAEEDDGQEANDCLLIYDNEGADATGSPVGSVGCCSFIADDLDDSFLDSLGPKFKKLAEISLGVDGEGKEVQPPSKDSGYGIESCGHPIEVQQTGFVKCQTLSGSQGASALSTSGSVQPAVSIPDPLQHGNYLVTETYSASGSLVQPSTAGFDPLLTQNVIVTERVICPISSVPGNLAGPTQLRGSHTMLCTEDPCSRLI
The depositor's hits bear a star; . = no result given.

Molecule | PKA-R1A activ | OPRM1-OPRD1 inv | Arrestin-AP2 inh | phage Ecoli inh | MOR-DOR ag | AddAB inh | Pemphigus Ab inh | Mot1-301 SUMO | Tat transport | E coli growth | PfHsp90 set2
COc1ccc(C2Nc3ccccc3C(=O)N2c2ccc(F)cc2)cc1Cn1nnc2ccccc21 (centres undefined) | 6.5 | -156.4 | -2.4 | 3.3 | 29.4* | 4.6 | 110.5 | 24.6 | 8.3 | 1.2 | -5.5
COc1ccc(S(=O)(=O)N2CCCOC2CNC(=O)C(=O)NCCc2ccco2)cc1C (centres undefined) | 4.6 | 10.2 | -7.7 | 1.2 | -1.9 | -0.4 | 102.4 | -4.1 | 0.0 | 0.1 | -7.4
Cc1cc(C)n(-c2ccc(C(=O)OCC(=O)Nc3ccc(Cl)cc3[N+](=O)[O-])cc2)n1 | -2.8 | 2.9 | 18.9 | 2.7 | -0.6 | 1.6 | 98.5 | 11.9 | -3.3 | -2.2 | 15.6
CN(CC1CCN(CCc2cccc(C(F)(F)F)c2)CC1)C(=O)c1ccc(F)cc1 | 9.1 | -77.5 | 4.6 | 2.2 | 15.1 | 0.1 | 113.5 | -11.0 | -3.4 | 2.0 | 1.7
Cc1cccc(C)c1NC(=O)c1cnccn1 | -3.0 | 1.9 | 12.2 | -0.3 | -0.4 | -1.8 | 115.6 | -4.2 | 0.2 | -3.2 | -0.3
CCOc1ccc(OCC(=O)OCC(=O)N(CC(C)C)c2c(N)n(Cc3ccccc3)c(=O)[nH]c2=O)cc1 | -14.6 | 13.3 | -3.6 | 0.1 | -2.0 | -1.9 | . | 83.1 | -2.0 | -0.5 | .
Cc1cc(C(=O)N2C(C)CCCC2C)no1 (centres undefined) | 0.5 | 2.0 | 0.3 | 2.1 | -0.3 | 0.5 | . | -3.9 | 6.8 | -1.1 | 6.7
CCCN(CCC)CCCNC(=O)c1nn(-c2cccc(OC)c2)c(=O)c2ccccc12 | -6.6 | -2.2 | 10.4 | 3.5 | 0.4 | 1.5 | 101.5 | -13.1 | -9.1 | -1.6 | -10.3
COCCN1C(=O)C(=O)/C(=C(/O)c2cccc(S(=O)(=O)N(C)C)c2)C12C(=O)N(C)c1ccccc12 (centres undefined) | -12.8 | 11.3 | 1.5 | 2.0 | -2.0 | 4.2 | 108.1 | 249.7 | -3.6 | 1.5 | 24.6
CC(C)CCNC(=O)c1ccccc1SCC(=O)NC1CCCCCCC1 | 0.1 | 1.2 | 4.8 | 3.0 | -0.3 | 0.8 | . | -0.9 | -0.4 | -1.2 | .
C=CCN(C(=O)CCC(=O)Nc1cc(C)on1)C(C(=O)NC1CCCC1)c1ccc(Cl)cc1 (centres undefined) | 5.1 | 8.3 | -6.9 | 0.4 | -1.2 | 1.1 | 98.6 | -4.2 | 9.8 | -4.4 | 15.3
COc1ccc(-c2cc3c(=O)n(CC(=O)NCCCN4CCN(Cc5ccccc5)CC4)ncn3n2)cc1 | 10.7 | 2.9 | 23.7 | 0.6 | -0.6 | 2.7 | . | -16.0 | 0.2 | -0.7 | 18.5
Cc1ccc(C(=O)N/C(=C\c2ccccc2)C(=O)NCCCn2ccnc2)cc1 | -5.2 | 15.2 | 1.0 | 4.1 | -2.6 | -0.8 | 100.8 | 1.5 | 7.9 | -1.2 | 8.9
CC(NCc1ccc2c(c1)OCO2)C(=O)NC1CCCCC1 (centres undefined) | -3.0 | 3.0 | -8.0 | 1.6 | -0.5 | -0.2 | 95.5 | -0.5 | -12.0 | -2.2 | -3.5
N#Cc1cccc(CN2CCC(=O)N(CCO)CC2)c1 | -14.6 | 18.8 | -9.5 | -0.3 | -3.4 | 4.9 | 94.6 | -0.3 | -3.2 | 2.7 | 0.8
C/C(=N\NC(=O)c1cccnc1)c1c(O)cc(C)oc1=O | 1.7 | 14.4 | -4.5 | 6.3 | -2.7 | 2.3 | 109.9 | -1.6 | -13.9 | -0.9 | -20.0
CC1(C)CC(N2CCC(=O)N(C3CC(C)(C)NC(C)(C)C3)C2)CC(C)(C)N1 | -2.4 | -4.1 | 5.3 | 3.0 | 0.7 | -3.9 | 100.7 | -2.0 | 3.3 | -2.7 | -28.5
Cc1ccc2nc(Cl)c(/C=N/NC(=O)[C@H]3C[C@@H]3c3ccccc3)cc2c1 | -1.6 | -9.9 | -6.4 | 4.6 | 1.4 | 3.5 | 111.1 | 10.4 | 2.3 | 0.3 | -27.4
COc1cc([N+](=O)[O-])cc(/C=N\NC(=O)C2COc3ccccc3O2)c1O (centres undefined) | 5.7 | 15.8 | 4.1 | 2.5 | -3.1 | 2.9 | 94.3 | -7.6 | 4.2 | 2.7 | -17.4
Fc1ccc(NC(=S)N2CCCN(c3ccc(C(F)(F)F)cn3)CC2)c(F)c1 | -7.8 | -11.1 | -3.0 | 0.9 | 2.2 | 4.5 | . | 5.9 | 4.4 | 2.6 | -5.7

Single records (already shown). Values in the order: PKA-R1A activ | OPRM1-OPRD1 inv | Arrestin-AP2 inh | phage Ecoli inh | MOR-DOR ag | AddAB inh | Pemphigus Ab inh | Mot1-301 SUMO | Tat transport | E coli growth | PfHsp90 set2
COc1cc([N+](=O)[O-])cc(/C=N\NC(=O)C2COc3ccccc3O2)c1O (centres undefined) in the list: 5.7 | 15.8 | 4.1 | 2.5 | -3.1 | 2.9 | 94.3 | -7.6 | 4.2 | 2.7 | -17.4
COc1ccc(S(=O)(=O)N2CCCOC2CNC(=O)C(=O)NCCc2ccco2)cc1C (centres undefined) in the list: 4.6 | 10.2 | -7.7 | 1.2 | -1.9 | -0.4 | 102.4 | -4.1 | 0.0 | 0.1 | -7.4

Later entries:
Molecule | PKA-R1A activ | OPRM1-OPRD1 inv | Arrestin-AP2 inh | phage Ecoli inh | MOR-DOR ag | AddAB inh | Pemphigus Ab inh | Mot1-301 SUMO | Tat transport | E coli growth | PfHsp90 set2
COc1ccc(C(C(=O)NC(C)(C)C)N(Cc2ccccc2)C(=O)CCC(=O)Nc2cc(C)on2)cc1 (centres undefined) | -2.8 | 8.6 | 3.2 | 1.8 | -1.4 | -1.2 | 89.2 | 2.3 | -11.8 | -1.6 | -11.6
COc1cccc(CNS(=O)(=O)c2c(C)nc3sccn3c2=O)c1 | -6.6 | 6.7 | 1.2 | 1.6 | -1.1 | 2.7 | 101.6 | -4.9 | -9.3 | 0.9 | -17.4
CC(=O)n1cc([C@H]2C=C(C(=O)N3CCN(Cc4ccccc4)CC3)O[C@@H](OCCCCO)C2)c2ccccc21 | -12.9 | 12.9 | 3.3 | . | -2.4 | 4.5 | 102.1 | 1.5 | 3.2 | 0.5 | .
Cc1cc(COc2ccccc2)oc1C(=O)O | -2.1 | 5.2 | 52.7 | 3.5 | -0.9 | 0.9 | 105.3 | -8.6 | 1.5 | -0.6 | 7.8
CSc1ccccc1OCc1cc(C(=O)NC(C)CCn2cccn2)no1 (centres undefined) | -12.2 | 5.4 | 10.6 | 0.8 | -1.0 | 1.0 | 96.3 | -15.5 | 2.8 | -0.9 | -3.9
COc1cccc(NC(=O)NCCCCc2ccccc2)c1 | -2.6 | -5.7 | -7.5 | 0.7 | 0.8 | -0.9 | 104.7 | 3.8 | 8.0 | 1.3 | 5.9
COc1ccc(CCNC(=O)COC(=O)c2sc(C)nc2C)cc1 | 6.7 | -7.2 | 23.1 | 0.4 | 1.8 | -2.8 | 108.8 | . | -4.3 | -3.1 | 0.9
COc1cc(/C=C(\C#N)C(=O)c2c[nH]c3ccccc23)cc(OC)c1O | -4.3 | 17.4 | 8.2 | -1.1 | -3.4 | 2.0 | 108.6 | -3.9 | 10.2 | -1.3 | -2.8
CC(=O)c1ccc(OCC(O)CN2C(C)CCCC2C)cc1 (centres undefined) | -4.7 | 5.9 | -3.2 | 2.5 | -1.0 | -0.3 | 99.8 | -9.8 | -0.6 | -0.4 | -3.8
c1ccc2c3c(c(CN4CCCCC4)cc2c1)COC3 | . | . | 0.1 | 2.4 | . | 1.7 | 103.8 | 47.3 | -6.3 | -4.2 | .
CC(=O)C1C(c2ccccc2)c2c(noc2C)CC1(C)O (centres undefined) | 1.2 | 5.7 | -12.7 | 1.9 | -1.1 | 2.1 | 107.3 | 0.4 | 3.0 | 1.3 | -18.0
CCOC(=O)C1(Cc2cccc(OC)c2)CCCN(S(=O)(=O)c2cccnc2)C1 (centres undefined) | -12.9 | -0.3 | 2.9 | 2.3 | 0.1 | 6.1 | 112.5 | 567.9* | -9.0 | 1.7 | -11.5
CC1CC/C(=N/Nc2ccccc2)C(=O)N1 (centres undefined) | -5.6 | 13.6 | 38.2 | 2.3 | -2.3 | 0.0 | 90.0 | 42.8 | 0.2 | 1.6 | 4.8
Cc1noc(C)c1COc1cccc(C(=O)OCC(=O)NCCN2C(=O)CSC2=O)c1 | -4.8 | 11.4 | 4.1 | 4.5 | -2.1 | 2.6 | 99.9 | -2.2 | -1.2 | 0.9 | -11.0
Cc1ccc2c(c1)N(CC(=O)NCCc1ccccc1)C(=O)c1cccnc1O2 | 6.4 | 9.5 | -0.9 | 2.6 | -1.9 | 4.5 | 107.7 | 9.8 | -9.3 | 0.2 | -29.0
CC(C)C[C@H](NC(=O)c1nc[nH]c1C(=O)NCc1ccc(CNC(=O)OC(C)(C)C)cc1)C(=O)OCc1ccccc1 | 3.1 | -36.8 | 0.2 | 0.6 | 6.5 | 2.7 | . | -21.2 | 0.6 | -0.8 | 10.7
CCOC(=O)c1c(NC(=O)c2ccc(C)cc2)sc2c1CC(C)(C)OC2 | 1.4 | -6.2 | -0.8 | 1.9 | 1.4 | 1.1 | 103.2 | 2.7 | 9.0 | -1.1 | -9.3
CCc1cccc(CC)c1N(COC)C(=O)Cn1c(CO)nc2ccccc21 | 2.7 | . | 8.8 | 1.9 | . | -0.1 | 95.9 | -3.4 | -4.6 | 0.2 | 2.9
CCOC(=O)C1(CCOC)CCN(Cc2cnc(-c3cccc(C)c3)nc2)CC1 | -10.8 | 10.1 | -6.1 | 1.1 | -1.7 | 5.0 | 99.7 | -2.4 | -1.8 | 4.5 | -17.9
